Yeast life ext = yeast lifespan extension; actives 0.68% (n = 130,000); inhibition of the nicotinamide effect, % at 10 µM; AID 775; S. cerevisiae growth with nicotinamide, OD615; deaD strain in restrictive glucose medium;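 active means inhibition above a set limit, placed 3 SD over the median of all compounds, cut at about 26% in these data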;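 further: 0% = nicotinamide-treated wells and 100% = cells grown without nicotinamide; some compounds called inactive have numbers as strong as hits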
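Test system: DeaD-strain S. cerevisiae / Buffer or medium: restrictive glucose medium / Also added: nicotinamide 1.5 mM / Doses: one concentration, 10 µM, DMSO 0.25% / Schedule: 48 h at 30 °C / Signal: OD615 measurement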
BB579 growth dn = yeast BB579 growth reduction in restrictive medium; S. cerevisiae BB579 growth, OD615, 48 h; inhibition, % at 10 µM; actives 0.51% (n = 140,000); AID 804;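 active means inhibition above a set limit, 3 SD over the mean compound inhibition, cut at about 44% in these data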; further: inactives centre near -24
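controls = amphotericin B 10 µg/mL, positive | assay system = DeaD yeast strain BB579 | schedule = 48 h compound exposure at 30 °C after 4 h preincubation | detection = OD615 turbidity measurement | medium = restrictive CSMM-D medium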
Measles CPE = protection of cells from measles virus; actives 1.5% (n = 140,000); protection (pct of control), % at 4 µM; Measles virus-infected cells, CPE protection, absorbance; in the data active means protection mostly above about 24%, no sharp cut-off; inactive means mostly below about 26%; further: some compounds called inactive have numbers as strong as hits
HCT116 bCat-KO = beta-catenin-lacking colon tumor cell growth suppression | HCT116 beta-catenin knockout viability, CellTiter-Glo, 60 h; stronger effect = lower value | actives 1.5% (n = 140,000) | viability, % at 10 µM;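 active means viability at or under a set limit, the compound median less 4 SD, cut at about 6% in these data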;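 further: 0% = Hyamine 1622 control at 20 µM and 100% = untreated cell control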
Phagocyt inh = blocks phagocytosis by macrophages | J774A.1 macrophage IgG-bead phagocytosis, imaging | inhibition, % at 5 µM | actives 0.07% (n = 110,000);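 active means inhibition above the mean of the plate negative controls plus 5 SD, cut at about 13% in these data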;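 further: phagocytic index as fraction of beads internalized from green versus red external bead signal; plate controls were DMSO negative control for no effect and cytochalasin-D positive control for full effect; some results beyond the cut were filed as inactive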
NPY-Y2 antag = antagonists of human neuropeptide Y receptor Y2. P49146. NPY-Y2 expressing cells, antagonist mode. inhibition, % at 2.7 µM. actives 0.99% (n = 140,000). AID 793; in the data active means inhibition above about 17%;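 further: 0% = vehicle with agonist challenge and 100% = reference antagonist with challenge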
Target sequence (P49146 whole entry, looked up): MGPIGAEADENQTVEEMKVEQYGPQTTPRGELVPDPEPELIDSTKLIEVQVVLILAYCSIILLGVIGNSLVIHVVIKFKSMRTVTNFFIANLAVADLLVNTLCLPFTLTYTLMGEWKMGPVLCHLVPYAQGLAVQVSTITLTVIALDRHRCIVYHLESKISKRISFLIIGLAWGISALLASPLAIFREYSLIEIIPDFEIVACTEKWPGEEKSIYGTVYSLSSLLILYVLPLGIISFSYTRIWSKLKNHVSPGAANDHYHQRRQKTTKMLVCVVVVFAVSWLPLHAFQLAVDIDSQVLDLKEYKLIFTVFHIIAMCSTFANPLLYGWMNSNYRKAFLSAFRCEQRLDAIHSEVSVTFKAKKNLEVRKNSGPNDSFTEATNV
PTEN del growth = suppresses growth of cells with PTEN deletion; viability, % at 10 µM; HCT116 PTEN-null viability, CellTiter-Glo, 60 h; stronger effect = lower value; actives 1.2% (n = 140,000);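 active means viability at or below a set limit, 4 SD under the median of all tested compounds, cut at about 3.7% in these data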;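 further: PTEN knockout HCT116 line with beta catenin targeted HCT116 as companion control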
E-sel TNF inh = TNF alpha driven E-selectin expression inhibition. HUVEC TNFa-induced E-selectin immunofluorescence, high content. inhibition, % at 2 µM. actives 0.71% (n = 120,000). AID 1246;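 active means inhibition above the batch mean plus 3 SD, and confirmed as a hit on visual image review, cut at about 43% in these data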;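 further: 0% = TNF-stimulated DMSO wells and 100% = unstimulated control wells; not every result past the cut was called active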
GALR2 blocker = GALR2 (human) receptor antagonism; O43603; GALR2-expressing cells, antagonist mode; inhibition, % at 4 µM; actives 0.39% (n = 140,000); AID 828; in the data active means inhibition above about 27%;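 further: cells stimulated with galanin 1-16 at roughly its EC80; 0% = agonist challenge control and 100% = basal control without agonist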
Target sequence (O43603 whole entry, looked up): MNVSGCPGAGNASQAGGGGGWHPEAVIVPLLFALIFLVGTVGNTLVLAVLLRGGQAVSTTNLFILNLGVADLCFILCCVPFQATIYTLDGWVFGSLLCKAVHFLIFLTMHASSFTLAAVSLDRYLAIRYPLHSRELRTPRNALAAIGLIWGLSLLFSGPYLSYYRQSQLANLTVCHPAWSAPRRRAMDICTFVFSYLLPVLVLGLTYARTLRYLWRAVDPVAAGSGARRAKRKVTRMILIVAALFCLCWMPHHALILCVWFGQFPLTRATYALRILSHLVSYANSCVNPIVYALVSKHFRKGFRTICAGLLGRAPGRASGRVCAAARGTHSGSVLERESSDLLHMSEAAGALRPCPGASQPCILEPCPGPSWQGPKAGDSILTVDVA
MRP1 act = MRP-1 activation; viability increase, % at 10 µM; AID 799; H69AR cells + doxorubicin, viability rescue, CellTiter-Glo; actives 0.61% (n = 140,000);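 active means viability gain under doxorubicin at or above a set limit, the compound median plus 3 SD, cut at about 4.7% in these data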;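 further: MRP-1 overexpressing cells given doxorubicin 25 µM after compound pretreatment; 18-22 h compound pretreatment then 72 h with doxorubicin before readout; 0% = doxorubicin-only wells and 100% = vehicle-treated cells without doxorubicin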
An asterisk follows results filed as active; . = no result given.

Values run as follows: Yeast life ext	BB579 growth dn	Measles CPE	HCT116 bCat-KO	Phagocyt inh	NPY-Y2 antag	PTEN del growth	E-sel TNF inh	GALR2 blocker	MRP1 act
- Cc1noc(C)c1C(c1ccccc1)S(=O)(=O)c1ccccc1 (configuration not stated)
    -4	3	9	98	-4	11	99	-2	4	-2.1
- O=c1[nH]cnc2c1oc1ccccc12
    -14	0	7	108	0	4	95	.	-1	-0.4
- Cc1sc2nc(C3CC3)nc(N3CCN(S(=O)(=O)c4ccc(F)cc4)CC3)c2c1C
    -9	-57	8	69	0	1	66	-7	-16	6.6*
- COc1ccc(OC)c(NC(=O)CN2C(=O)c3ccccc3S2(=O)=O)c1
    -8	-36	7	92	3	1	103	-27	8	-1.0
- COC(=O)C(NC(=O)c1ccccc1)=C1CCCCC1
    -1	-15	8	99	-2	2	107	.	-16	1.0
- CCOC(=O)C1=C(CS(=O)(=O)c2ccc(F)c(C)c2)NC(=O)NC1c1ccc(O)c(O)c1 (configuration not stated)
    -9	-3	6	99	1	1	87	14	9	1.1
- O=S(=O)(/C=C/c1ccccc1)Oc1ccccc1
    12	7	9	97	166*	1	.	-1	7	1.5
- COc1ccc(NC(=O)c2sc(=S)[nH]c2N)cc1
    -12	-24	21	99	.	2	99	-25	2	-1.0
- O=C(NC(=S)NC1CCCCCC1)c1cncc(Br)c1
    -3	32	23	93	-6	2	100	.	-8	-2.8
- CCCCn1c(C(C)O)nc2ccccc21 (configuration not stated)
    -11	-7	24	98	0	-2	89	-13	-5	-2.5
- NC(=O)CNC(=O)C1CCCc2c1[nH]c1ccc(Cl)cc21 (configuration not stated)
    -14	-41	5	84	0	1	86	-2	3	-0.7
- COCCN1CCn2c(nc3cc(NC(=O)c4ccc(OC)cc4)ccc32)C1
    -23	-45	6	106	-2	2	89	10	9	0.1
- Cc1ccccc1C(C(=O)NC1CCCC1)N(C(=O)Cc1cccs1)c1ccc2c(c1)OCCO2 (configuration not stated)
    -9	-52	19	30	.	8	22	-25	0	-4.2
- CCCCS(=O)(=O)C1CCS(=O)(=O)C1 (configuration not stated)
    .	-31	8	95	.	1	103	-14	-1	-0.1
- Cc1ccc(CNC(=O)C2CCCN(S(=O)(=O)c3c(C)noc3C)C2)cc1 (configuration not stated)
    -1	-33	6	74	-1	2	57	1	1	-4.5
- Cc1ccc(CN2C(=O)CCC2C(=O)NC2CCCC2)cc1 (configuration not stated)
    -3	7	7	98	.	-2	96	-1	8	-0.8
- Cc1cc(C)nc(SCCS(=O)(=O)Cc2ccc(Cl)cc2)n1
    .	-37	10	98	.	2	98	9	1	-1.0
- COc1ccc(C2C(C#N)=C(N)N3C(=C2C#N)Sc2ccccc23)cc1 (configuration not stated)
    -8	-68	9	94	1	-2	102	14	14	-1.1
- C/C(=N\NC(=O)Nc1ccccc1)c1ccccc1
    -4	-38	9	97	-4	3	104	6	0	1.5
- O=c1c2ccccc2nnn1Cc1nnc(-c2ccccc2Br)o1
    -9	-19	23	94	0	3	98	0	-15	-1.1
- COC(=O)c1ccc(CN(C(C)=O)c2ccccc2)o1
    -7	-36	6	103	0	0	125	.	1	0.2
- CON(C)S(=O)(=O)c1ccc2c(c1)NC(=O)C1CCCN21 (configuration not stated)
    -11	-21	11	84	.	0	83	0	-10	-2.1
- COc1ccc(CCNC(=O)C2CC(=O)N(C3CCCCCCC3)C2)cc1OC (configuration not stated)
    -4	-41	44	96	-1	-2	110	-24	-1	-0.5
- CCSc1nnc(NC(=O)[C@@H](NC(=O)c2ccc(C(C)(C)C)cc2)C(C)C)s1
    8	-28	15	84	3	2	73	.	-2	-2.1
- COC(=O)c1ccccc1NC(=S)NC(=O)COc1ccccc1Cl
    -23	-17	36	101	-2	5	100	23	-3	-0.8
- CCCCCCC(=O)Nc1ccc(Cl)cn1
    -17	-36	7	86	4	5	77	17	-3	-1.2
- CC(C)CCNC(=S)Nc1ccccn1
    -9	9	7	75	.	2	81	-20	-10	-2.3
- CC(=O)N(NC(=O)c1ccccc1Cl)C1CC(=O)N(c2ccc(C)cc2)C1=O (configuration not stated)
    -6	4	3	91	6	6	94	-48	-1	-0.6
- CCCn1c(N)c(N2CCCCC2)c(=O)n(CC(=O)Nc2ccccc2C)c1=O
    -11	-17	14	90	2	-2	93	-8	-15	-1.1
- O=C(COC(=O)COc1ccccc1)Nc1ccc(OC(F)(F)F)cc1
    -27	7	5	82	.	0	99	6	-9	-2.4
- O=C(CSc1nnc(-c2ccccc2)n1Cc1ccccc1)N1CCOCC1
    -10	-46	36	108	-1	0	107	-11	9	-2.4
- O=C(Nc1ccccc1C(=O)NCc1cccnc1)c1ccco1
    -10	3	4	102	1	0	95	13	-5	-0.9
- CC(=O)c1c(N2CCCC2)[nH]c(-c2ccccc2)nc1=S
    -7	-57	22	113	0	5	111	3	-5	-2.2
- CC(=O)Nc1cc(S(=O)(=O)Nc2ccccc2)c(C)cc1C
    -12	-23	12	104	.	4	93	0	-5	0.4
- CC(C)CC(=O)N1CCN(C(=O)c2cccc(F)c2)CC1
    -7	-14	8	94	0	0	99	.	2	-0.6
- Cc1cc(C(=O)NCC(c2ccco2)N(C)C)no1 (configuration not stated)
    -12	-1	66*	95	0	0	97	14	-3	-1.8
- CCCCc1ccc(NC(=O)N[C@H](C(=O)O)C(C)CC)cc1 (some centres not stated)
    -12	3	4	106	-1	1	104	-4	7	-0.7
- O=C(CCNS(=O)(=O)c1cccs1)Nc1nccs1
    -3	9	6	97	.	2	95	.	2	-1.3
- O=C(CSCCc1ccccn1)Nc1ccc(Br)cn1
    3	-29	2	81	.	-1	68	9	7	-0.3
- COc1cccc(C2CC(=O)Nc3cc4c(cc32)OCCO4)c1OC(C)C (configuration not stated)
    -4	-37	21	84	-1	4	84	20	2	-4.6

Look-ups from the results shown.
PTEN del growth with `COc1cccc(C2CC(=O)Nc3cc4c(cc32)OCCO4)c1OC(C)C` (configuration not stated) is entered as 84
Yeast life ext with `O=C(CSCCc1ccccn1)Nc1ccc(Br)cn1` is entered as 3

Next structures:
Values run as follows: Yeast life ext	BB579 growth dn	Measles CPE	HCT116 bCat-KO	Phagocyt inh	NPY-Y2 antag	PTEN del growth	E-sel TNF inh	GALR2 blocker	MRP1 act
- Cc1ccc(NC(=O)c2oc3ccccc3c2NC(=O)c2ccc3c(c2)OCO3)cc1
    -23	-48	3	97	.	3	77	-6	1	1.0
- COc1ccc(N2Cc3cccc(C(=O)NC(C)CCc4ccco4)c3C2=O)cc1 (configuration not stated)
    -6	-81	3	97	0	1	103	.	6	-0.6
- O=C(O)c1ccccc1C(=O)NNc1ccc(F)cc1
    -16	-60	15	111	.	2	105	-8	4	-1.5
- CNC(=S)N(CCc1c(C)[nH]c2ccc(C)cc12)Cc1ccc(OC)c(OC)c1
    -3	-9	12	50	.	-4	43	-19	2	-2.7
- COc1cc(OC)cc(-c2nc(-c3ccc(Br)cc3)no2)c1
    -3	-47	9	90	1	3	85	-2	2	0.2
- COc1cccc(N2CCN(C3C4CC5CC(C4)CC3C5)CC2)c1 (configuration not stated)
    -1	-93	5	79	-1	5	87	-22	-8	-0.7
- COc1ccc(NC(C)=O)cc1NC(C)C(=O)Nc1ccccc1F (configuration not stated)
    -12	-17	4	97	0	2	100	4	3	-0.9
- CCCSc1nc(C)c(-c2csc(C(C#N)=C3CCCC3)n2)cc1C#N
    -21	-32	4	85	1	-1	95	62*	3	-4.1
- CCN(CC)CCn1c(NCc2cccc(OC)c2OC)nc2ccccc21
    -5	-9	11	58	2	12	62	15	-12	-4.0
- Nc1ccccc1SCc1cc([N+](=O)[O-])cc2c1OCOC2
    -10	-26	21	77	.	9	78	30	-5	-3.8
- Cc1c(Cl)cccc1-n1nnnc1-c1cccs1
    -5	-7	12	91	-2	4	86	-12	19	-2.9
- Cc1ccc2c(c1)N(CC(=O)NCC1CCCO1)C(=O)C(C)O2 (configuration not stated)
    -2	-22	7	92	-2	0	99	-34	1	-1.2
- COc1ccccc1N1CCN(C(=O)c2oc3cc(C)c(C)cc3c2C)CC1
    -3	-30	5	95	1	13	85	-1	-9	-1.4
- CC(=O)c1ccc(NC(=O)c2cc(Cl)sc2Cl)cc1
    -6	-18	29	90	-14	0	94	-2	6	0.4
- Cc1ccc(OCC(=O)N/N=C/c2ccncc2)cc1
    -24	-32	5	90	.	1	95	-27	5	-1.1
- Cc1c(C(=O)c2no[n+]([O-])c2C(=O)c2cnn(C)c2C)cnn1C
    -11	-8	7	99	1	4	105	39	3	-1.3
- CCS(=O)(=O)Nc1ccc(C2=NN(S(=O)(=O)c3ccc(F)cc3)C(c3ccco3)C2)cc1 (configuration not stated)
    -3	-80	13	81	1	5	69	3	10	-1.2
- COC(=O)C(CCSC)NC(=O)Cn1ncc2c(=O)oc3ccccc3c21 (configuration not stated)
    -10	-43	13	101	0	0	110	.	0	-1.9
- CCCCN(CC)Cc1ccc(CNC(=O)Nc2ccc(F)cc2)o1
    0	-19	19	18	1	3	30	12	-14	-3.4
- O=C(CCN1C(=O)c2ccccc2C1=O)Nc1sc2c(c1C(=O)NCc1ccco1)CCCC2
    -4	-9	9	107	1	3	101	-29	-7	-1.8
- O=C(NCCc1cccc(Cl)c1)c1cccc([N+](=O)[O-])c1
    -9	-10	3	87	-17	3	96	.	-3	-0.5
- COC(=O)C1=C(C)N(c2cccc(C)c2)C(=O)/C1=C\c1cccs1
    -7	-6	16	111	1	5	86	-52	0	-1.7
- Cc1nnc(NC(=O)c2c(F)cccc2F)s1
    -3	-28	10	89	0	0	101	5	7	9.3*
- CCC(C)Sc1nnc(CNC(=O)C23CC4CC(CC(C4)C2)C3)n1C1CCCCC1 (configuration not stated)
    3	-31	4	91	-4	5	93	-4	3	-1.9
- O=C(CSc1nc2ccc([N+](=O)[O-])cc2[nH]1)c1ccc2ccccc2c1
    5	-72	36	83	.	6	82	44	-1	-0.3
- CCOC(=O)c1cc2oc(C)cc2n1CC(=O)OC1CCCCC1
    -12	-29	12	84	2	6	85	-37	-9	-0.8
- Cc1ccc2nc(-c3ccccn3)cc(C(=O)N3CCN(c4ncccn4)CC3)c2c1
    -13	-50	9	79	-2	-1	75	1	5	-0.7
- CC(C(=O)NC(=O)NC1CCCCC1)N1CCN(c2ccccn2)CC1 (configuration not stated)
    24	-54	2	93	0	1	86	-6	-4	-1.1
- O=C(CCC1CCCC1)Nc1ccccc1-c1ccccc1
    2	-52	2	75	-6	6	74	-25	-14	-1.0
- CCSc1nnc(NC(=O)CSc2nc(C)cc(C)n2)s1
    36*	-39	14	97	0	0	99	.	-12	-0.7
- Cc1cc(=O)oc2cc(OC(C)C(=O)N3CCCc4ccccc43)ccc12 (configuration not stated)
    -28	-44	9	77	-2	4	61	-13	-3	-2.7
- Cc1ccc(/C=N/NC(=O)Cc2cccs2)o1
    -2	-21	18	84	-2	1	95	.	5	-1.3

Screening data deposited in PubChem BioAssay by several laboratories.
